# TDP1 inh = inhibitors of human tyrosyl-DNA phosphodiesterase TDP1; recombinant TDP1, AlphaScreen DNA substrate cleavage; Potency, µM (doses to about 130 µM), for inactives: top-dose activity change, negative = inhibition, actives largely listed as inhibitors; 350,000 tested, 0.28% active; further: nearly all actives have a fitted effect of over 40% in size
#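 Recombinant human Tdp1 (E. coli-expressed, 1 nM final) preincubated with compounds 15 min at room temperature, then 5'-biotin/3'-phosphotyrosine-FITC DNA substrate (15 nM final) added for 5 min. AlphaScreen beads (10 ug/ml final) added 10 min; cleavage lowers signal.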
# N370S GC mod = N370S glucocerebrosidase modulation, Gaucher chaperone candidate; Potency, µM (titrated, usually from 59.4 µM), for the others: top-dose activity change, negative = inhibition, usual class: inhibitors; 330,000 tested, 0.092% active; N370S GC spleen homogenate, 4MU-glucoside fluorescence; P04062;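 further: 0% = full enzyme activity and -100% = no enzyme basal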
# FEN1 inh = inhibitors of human flap endonuclease 1; P39748; Recombinant FEN1 flap cleavage, fluorescence, 15 min; Potency, µM (series often up to 114 µM), for the others: top-dose activity change, negative = inhibition, most hits filed as inhibitors; 390,000 tested, 0.35% active; AID 588795; further: nearly all actives have a fitted effect of over 65% in size
# Target sequence (P39748 whole entry, looked up): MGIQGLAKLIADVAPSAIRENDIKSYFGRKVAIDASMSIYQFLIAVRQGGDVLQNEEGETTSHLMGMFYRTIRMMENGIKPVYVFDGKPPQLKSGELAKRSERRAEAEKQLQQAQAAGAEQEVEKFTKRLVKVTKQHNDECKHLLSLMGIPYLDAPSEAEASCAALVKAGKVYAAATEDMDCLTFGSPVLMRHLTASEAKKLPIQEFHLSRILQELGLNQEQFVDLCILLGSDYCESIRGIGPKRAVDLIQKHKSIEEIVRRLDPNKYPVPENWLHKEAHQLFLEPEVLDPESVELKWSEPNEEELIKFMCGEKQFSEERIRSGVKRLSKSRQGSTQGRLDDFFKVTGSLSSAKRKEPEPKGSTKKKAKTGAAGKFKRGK
#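 FEN1 at 10 nM preincubated with compounds 15 min at room temperature, then flap DNA substrate added at 50 nM final. Signal read at 0 and 15 min; concentration-response fitted with four-parameter Hill equation.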
# The depositor's hits bear a star; ? = inconclusive; . = not tested or not shown; & = joins results of further samples; [ ] = remark or other dose. The call rests on the fitted dose curve; in most records, active means well fitted curve in the direction sought with a large enough effect; inconclusive means small, poorly fitted or top-dose-only effect, or another doubt; inactive means no such curve, though single readings can be large; an effect the other way counts as inactive or inconclusive. Unless noted, on the % scale 0 is the no-effect control and ±100 the full control effect; potency means the concentration at half of the fitted maximal effect.
no. | FEN1 inh | TDP1 inh | N370S GC mod | smiles
1 | 7% | 2% | 27% | O=C(Oc1cccnc1)c1ccco1
2 | 4% | 10% | -17% | CCOc1ccc(S(=O)(=O)N(CC)CC(=O)NCc2cccnc2)cc1
3 | 12% | 3% | 2% | O=C(c1ccc(OC2CCN(Cc3ccc(C(F)(F)F)cc3)CC2)cc1)N1CCCCC1
4 | 3% | -5% | -11% | CCOc1ccc(-c2[nH]ncc2-c2csc(C)n2)c(O)c1
5 | 0% | -2% | . | CC(=O)NCCc1ccc(C(=O)COC(=O)c2ccco2)cc1
6 | -5% | -5% | -5% | CN(C1CC(C)(C)N(O)C(C)(C)C1)S(=O)(=O)CC12CCC(CC1=O)C2(C)C (stereo not drawn)
7 | 13% | 1% | . | Cc1ccc(S(=O)(=O)c2cc3cc(C(=O)Nc4ccc(C)cc4C)ccc3oc2=O)cc1
8 | -14% | 1% | . | COc1ccc(-c2nnc(SCC(=O)NC3CC3)o2)cc1
9 | 4% | 2% | -7% | c1ccc(CN2CCN(CCN3CCn4c3nc3ccccc34)CC2)cc1
10 | 8% | 6% | -1% | CC(NC(=O)CCc1nnc(-c2ccc(-c3ccccc3)cc2)o1)c1nc2ccccc2[nH]1 (stereo not drawn)
11 | 14%&8% | 0%&5% | 2% | CCOC(=O)Cn1nc(C)c(NC(=O)COc2ccc(OC)cc2)c1C
12 | 24% | 4% | 0% | COC(=O)[C@@H](NC(=O)c1cc(COc2cncc(Cl)c2)on1)c1ccccc1
13 | -4% | 5% | -12% | Cc1cc(OCCCC(=O)NCCN2C(=O)S/C(=C\c3cccnc3)C2=O)ccc1Cl
14 | -3% | -1% | 16% | CC1CC(C)CN(S(=O)(=O)c2cccc3cccnc23)C1 (stereo not drawn)
15 | -7% | 1% | -8% | CCN(CC(=O)Nc1ccc2c(c1)OCCO2)C(=O)c1ccc(C(F)(F)F)cc1
16 | -20% | 6% | -27% | O=C(OCc1ccc(Cl)cc1Cl)c1ccncc1
17 | -24% | 5% | -6% | COc1ccc(CCNC(=O)COc2ccc(N(C)S(=O)(=O)c3ccc(C)cc3)cc2)cc1OC
18 | -3% | . | 7% | CCn1c2c(c(=N)c3c1CCC3)CCCC2
19 | -13% | 13% | -17% | Oc1ccc(N=Nc2n[nH]c(-c3ccc(Cl)cc3)n2)cc1
20 | ? | -4% | -17% | O=C(O)c1ccc(N=N/C(=N\Nc2ccc(C(=O)O)cc2)c2ccccc2)cc1
21 | 11% | 2% | -18% | CC(=O)Nc1sc2c(c1C#N)CCCCC2
22 | -4% | -8% | 10% | O=C(OCCCN=C1NS(=O)(=O)c2ccccc21)c1cccs1
23 | -2% | . | -8% | CCOc1ccc(S(=O)(=O)N2CCOCC2)cc1NC(=O)CSC(=S)N1CCCC1
24 | -21% | . | -6% | Cc1oc2c(c(C)cc3oc(=O)c(CC(=O)NCCC(=O)O)c(C)c32)c1C
25 | -2% | -2% | 2% | COc1ccc(N=C2SCC(=O)N2c2ccc(OC)cc2)cc1

# A draw from above in order of molecular weight, lowest first:
no. | FEN1 inh | TDP1 inh | N370S GC mod | smiles
18 | -3% | . | 7% | CCn1c2c(c(=N)c3c1CCC3)CCCC2
5 | 0% | -2% | . | CC(=O)NCCc1ccc(C(=O)COC(=O)c2ccco2)cc1
12 | 24% | 4% | 0% | COC(=O)[C@@H](NC(=O)c1cc(COc2cncc(Cl)c2)on1)c1ccccc1

# Single records, from the list above. Screens in order: FEN1 inh | TDP1 inh | N370S GC mod
# c1ccc(CN2CCN(CCN3CCn4c3nc3ccccc34)CC2)cc1 across the screens: 4% | 2% | -7%
# Cc1oc2c(c(C)cc3oc(=O)c(CC(=O)NCCC(=O)O)c(C)c32)c1C across the screens: -21% | . | -6%
# O=C(OCc1ccc(Cl)cc1Cl)c1ccncc1 across the screens: -20% | 6% | -27%
# CC(NC(=O)CCc1nnc(-c2ccc(-c3ccccc3)cc2)o1)c1nc2ccccc2[nH]1 (stereo not drawn) across the screens: 8% | 6% | -1%
# CCOC(=O)Cn1nc(C)c(NC(=O)COc2ccc(OC)cc2)c1C across the screens: 14%&8% | 0%&5% | 2%

# Back to the main list with the 4 entries that preceded the break.
no. | FEN1 inh | TDP1 inh | N370S GC mod | smiles
22 | -4% | -8% | 10% | O=C(OCCCN=C1NS(=O)(=O)c2ccccc21)c1cccs1
23 | -2% | . | -8% | CCOc1ccc(S(=O)(=O)N2CCOCC2)cc1NC(=O)CSC(=S)N1CCCC1
24 | -21% | . | -6% | Cc1oc2c(c(C)cc3oc(=O)c(CC(=O)NCCC(=O)O)c(C)c32)c1C
25 | -2% | -2% | 2% | COc1ccc(N=C2SCC(=O)N2c2ccc(OC)cc2)cc1
26 | -2% | 3%[12.3 µM] | . | CCOC(=O)c1c(C)n(-c2ccccc2)c2ccc(OC(=O)c3cc(OC)cc(OC)c3)cc12
27 | -9% | . | 2% | CCC1=Nc2cc(C(=O)NCC3CCCO3)ccc2Sc2ccc(Cl)cc21 (stereo not drawn)
28 | 0% | 1% | 6% | CC(C)Oc1ccc(C(=O)NC(=S)Nc2ccc(CN3CCOCC3)cc2)cc1
29 | . | 8% | 18% | COC(=O)N[C@H](c1ccccc1)C(C(C)=O)C(=O)OC (stereo partly drawn)
30 | -2% | 3% | 0% | CCOC(=O)C1CCCN(C(=O)c2cccc(S(=O)(=O)N(C)c3c(C)n(C)n(-c4ccccc4)c3=O)c2)C1 (stereo not drawn)
31 | -5% | 7% | 0% | CC1CCCCC12NC(=O)N(CC(=O)c1ccc[nH]1)C2=O (stereo not drawn)
32 | -4% | 5% | 15% | CCC(CC)=C(C#N)C(=O)NC1CCCCC1
33 | 7% | 9% | 7% | CCOC(=O)C1=C(C)Nc2ncnn2C1c1cc(OC)ccc1OC (stereo not drawn)
34 | -1% | 8% | -9% | O=C(O)c1ccc(-n2nncc2-c2ccccc2)cc1
35 | -6% | 8% | -6% | Cc1ccc(S(=O)(=O)N/N=C\c2cc3c(cc2Br)OCO3)cc1
36 | -11% | 0% | . | CC(NC(=O)c1ccco1)C(=O)OCC(=O)N1CCCCCC1 (stereo not drawn)
37 | -6% | . | -3% | CCc1cc(=O)oc2cc(C)cc(OC(C)C(=O)NC(Cc3c[nH]c4ccc(O)cc34)C(=O)O)c12 (stereo not drawn)
38 | 9% | -2% | . | COc1ccc(-c2nn(C)c3sc(C(=O)N4CCN(c5cccc(Cl)c5)CC4)cc23)cc1OC
39 | 3% | 6% | . | CCOC(=O)N1CCc2c(sc3c2c(=O)n(-c2ccc(Cl)cc2)c(=O)n3CC(=O)c2ccc(F)cc2)C1
40 | 1% | 7% | -28% | Cc1ccc(C(C)(C)C)c(OCCCn2ccnc2)c1
41 | -4% | 0% | 6% | O=C(CCN1CCCCC1)c1ccc2c(c1)OCCO2
42 | -1% | -8% | ? | Cc1cc(C(F)F)n2ncc(C(=O)NCc3ccccc3C(F)(F)F)c2n1
43 | -3% | 5% | -17% | COc1cccc(CC2(CO)CCCN(CC3=Cc4cc(OC)ccc4OC3)C2)c1 (stereo not drawn)
44 | 5% | -1% | 4% | COc1ccc(CNC(=O)Cn2cc3c(n2)CCCCC3)cc1
45 | -14% | -2% | -4% | Cc1ccc(S(=O)(=O)N2CCN(Cc3cc(C(C)C)ccc3O)CC2)cc1
46 | -5% | 0% | 2% | c1ccc2c(c1)nc1sccn12
47 | -6% | -11% | -2% | COC(=O)c1c(O)cc(=O)n2c1CCCCC2
48 | . | 4% | 0% | CCOC(C)OCC
49 | 10% | -8% | . | COc1cccc(-c2nnc(SCC(=O)NC3CCCCC3)o2)c1
50 | -10% | 8% | 3% | Cn1c(SCCCC(=O)c2ccc(F)cc2)nnc1-c1ccncc1
51 | 19% | 1% | 1% | O=C(CCn1c(=O)oc2ccccc21)NCCC1=CCCCC1
52 | -2% | 7% | 8% | COc1ccc(S(=O)(=O)Nc2cc(C)ccc2OC)cc1C
53 | 4% | 3% | -11% | O=C1CC(N(CCc2ccccc2)C(=S)Nc2ccccc2)C(=O)N1c1ccc(Br)cc1 (stereo not drawn)
54 | 23% | . | 8% | COC(=O)c1ccc(N=c2sc(C(=O)OC)cc(=O)n2C)cc1

# Assay outcomes from PubChem.
